Screening data deposited in PubChem by National Center for Advancing Translational Sciences (NCATS).
Pol eta inh = inhibitors of human DNA polymerase eta. Q9Y253. recombinant Pol eta, fluorescent DNA replication assay. Potency, µM (series often up to 114 µM), inactives show at the highest dose activity change, negative = inhibition, usual class: inhibitors. actives 1.2% (n = 390,000). AID 588591; further: potency means the concentration at half of the fitted maximal effect; on the % scale 0 is the no-effect control and ±100 the full control effect
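Pol eta (10 nM) was preincubated with compounds for 15 min at room temperature, after which fluorescent replication substrate (50 nM final) was added to start the reaction. Fluorescence was read kinetically at 0 and 10 min.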
BLM inh = blocks DNA unwinding by human BLM helicase | actives 0.2% (n = 350,000) | P54132 | AID 2528 | Potency, µM (doses to about 56.1 µM), for the others: at the top dose activity change, negative = inhibition, actives largely listed as inhibitors | recombinant BLM DNA unwinding, fluorescence dequenching;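 further: potency means the concentration at half of the fitted maximal effect; plate controls were vehicle for no effect and no enzyme for full effect; nearly all actives have a fitted effect of over 35% in size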
Pol kappa inh = DNA polymerase kappa (human) inhibition | Potency, µM (series often up to 107 µM), for the others: at the top dose activity, negative = inhibition, usual class: inhibitors | purified Pol kappa, fluorescent DNA synthesis assay, 10 min | actives 0.53% (n = 400,000) | Q9UBT6 | AID 588579; further: potency means the concentration at half of the fitted maximal effect; on the % scale 0 is the no-effect control and ±100 the full control effect
Target sequence (Q9UBT6 whole entry, looked up): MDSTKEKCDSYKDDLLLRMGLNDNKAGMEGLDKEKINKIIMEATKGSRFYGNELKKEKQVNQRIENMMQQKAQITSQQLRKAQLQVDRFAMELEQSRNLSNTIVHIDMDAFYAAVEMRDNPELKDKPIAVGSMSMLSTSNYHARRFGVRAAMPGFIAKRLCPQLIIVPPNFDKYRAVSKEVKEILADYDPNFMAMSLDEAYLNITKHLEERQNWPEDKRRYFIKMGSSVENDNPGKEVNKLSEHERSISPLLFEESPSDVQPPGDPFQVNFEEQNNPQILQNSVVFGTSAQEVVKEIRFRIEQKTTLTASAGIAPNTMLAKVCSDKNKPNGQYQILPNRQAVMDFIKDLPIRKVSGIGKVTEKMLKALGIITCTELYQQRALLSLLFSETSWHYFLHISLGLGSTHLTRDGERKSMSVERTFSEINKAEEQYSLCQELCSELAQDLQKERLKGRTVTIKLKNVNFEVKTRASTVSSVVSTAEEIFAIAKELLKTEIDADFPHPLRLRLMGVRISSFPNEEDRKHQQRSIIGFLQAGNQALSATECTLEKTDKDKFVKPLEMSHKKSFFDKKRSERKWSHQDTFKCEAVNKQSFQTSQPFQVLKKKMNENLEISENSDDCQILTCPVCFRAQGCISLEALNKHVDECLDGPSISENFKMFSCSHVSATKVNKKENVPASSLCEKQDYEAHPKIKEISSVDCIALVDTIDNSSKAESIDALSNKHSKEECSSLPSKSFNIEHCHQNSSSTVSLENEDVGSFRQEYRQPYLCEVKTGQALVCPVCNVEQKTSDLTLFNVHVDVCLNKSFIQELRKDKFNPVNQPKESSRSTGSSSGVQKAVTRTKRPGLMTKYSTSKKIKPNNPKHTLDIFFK
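Pol kappa 10 nM + cpd, 15 min RT; start w/ substrate 50 nM final; fluorescence kinetic read, 0 and 10 min. Neg ctrl: buffer, no enzyme.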
APE1 inh = APE1 (human) endonuclease inhibition; Potency, µM (titrated, usually from 65.8 µM), inactives show top-dose activity change, negative = inhibition, usual class: inhibitors; actives 0.35% (n = 350,000); AID 2517; recombinant APE1, TAMRA/BHQ-2 abasic DNA cleavage fluorescence; P27695;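 further: potency means the concentration at half of the fitted maximal effect; plate controls were vehicle for no effect and reference inhibitor for full effect; nearly all actives have a fitted effect of over 55% in size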
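APE1 at 0.75 nM preincubated 15 min at room temperature with compound. Reaction then started with 50 nM double-stranded THF-abasic substrate labelled with TAMRA/BHQ-2, and 525/598 nm fluorescence read kinetically. Activity taken as third-minus-first read difference, normalized to DMSO and NSC13755 controls.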
Anesthetic bind = binds horse apoferritin like a general anesthetic; P02791; apoferritin/1-aminoanthracene competitive binding, fluorescence; Potency, µM (highest dose often 77.5 µM), for the others: at the highest dose activity change, negative = displacement, usual class: inhibitors; actives 0.074% (n = 350,000); further: potency means the concentration at half of the fitted maximal effect; on the % scale 0 is the no-effect control and ±100 the full control effect; nearly all actives have a fitted effect of over 20% in size
Target sequence (P02791 2-175 limits assumed): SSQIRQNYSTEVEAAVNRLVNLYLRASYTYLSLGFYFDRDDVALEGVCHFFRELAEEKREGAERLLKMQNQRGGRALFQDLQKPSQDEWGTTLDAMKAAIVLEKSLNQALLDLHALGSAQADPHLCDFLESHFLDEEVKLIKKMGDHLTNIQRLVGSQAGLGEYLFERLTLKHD
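Horse-spleen apoferritin (10 uM) was mixed with 50% saturated 1-aminoanthracene in PBS, exposed to compounds for 10 min at room temperature, and read for fluorescence (ex 380 nm, em 535 nm). Competitive displacement was fitted with a four-parameter Hill equation.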
LDHA block = LDHA (human) enzyme inhibition; purified LDHA, NADH/diaphorase-resazurin fluorescence; hits give low values; actives 0.15% (n = 480,000); activity change, % (values are at about 110 or 230 µM); P00338; in the data active means activity change below about -30%; inconclusive means mostly about -25% to -30%;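 further: plate controls were DMSO wells for no effect and wells without enzyme for full effect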
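Remaining NADH was detected by diaphorase (0.133 mg/mL) converting 37 µM resazurin to fluorescent resorufin, read at 0 and 20 minutes. The preceding 5-minute room-temperature reaction used 2 nM LDHA, 0.2 mM sodium pyruvate and 0.06 mM NADH at pH 7.4.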
GRP78 ERSR act = ER stress response induction in glioma; U87-MG GRP78 promoter luciferase reporter, 16 h; Potency, µM, inactives show at the top dose activation, hits mostly activators; actives 0.02% (n = 420,000); further: potency means the concentration at half of the fitted maximal effect; series mostly up to about 76 µM; % of control where 0% means no effect; nearly all actives have a fitted effect of over 35% in size
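ERSR induction read as luciferase luminescence (Bright-Glo, 10 min at room temperature) in stably transfected human U87-MG glioma cells exposed to compounds for 16 h, using GRP78 as sensor.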
Pol beta inh = inhibitors of human DNA polymerase beta; AID 485314; Potency, µM (series often up to 114 µM), without a hit: at the highest dose activity change, negative = inhibition, hits mostly inhibitors; actives 1.3% (n = 340,000); Pol beta primer extension/strand displacement, fluorescence kinetic; further: potency means the concentration at half of the fitted maximal effect; on the % scale 0 is the no-effect control and ±100 the full control effect
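Pol beta (10 nM) was preincubated with compound for 15 min at room temperature. The reaction was then started with 50 nM substrate and read immediately and after a further 10 min at room temperature.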
Pol iota inh = DNA polymerase iota (human) inhibition | Q9UNA4 | Pol iota fluorescent replication assay, 10 min | Potency, µM (titrated, usually from 115 µM), inactives show at the top dose activity, negative = inhibition, hits mostly inhibitors | actives 1% (n = 390,000) | AID 588590; further: potency means the concentration at half of the fitted maximal effect
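Fluorescent replication assay read twice, at 0 min and 10 min after adding 50 nM (final) substrate. Enzyme (10 nM) and compounds were first incubated 15 min at room temperature; enzyme-free buffer wells were negative controls.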
* marks the source's active call; other numbers are inactive results; ? = inconclusive; nt = no result given; & = joins results of further samples; [ ] = dose if it differs, or a comment. Unless noted, the call rests on the fitted dose curve; in most records, active means well fitted curve in the direction sought with a large enough effect; inconclusive means small, poorly fitted or top-dose-only effect, or another doubt; inactive means no such curve, though single readings can be large; an effect the other way counts as inactive or inconclusive.

1: Cc1ccc(C(=O)CSc2nc(-c3ccccc3)cc(=O)[nH]2)cc1
2: Cc1cccc(C)c1NC(=O)c1cc(S(=O)(=O)N2CCc3ccccc3C2)ccc1F
3: CC(=O)Nc1ccc(SC[C@H](Cc2ccccc2)N2CC[C@@H](C(C)(C)C)CCC2=O)cc1
4: O=C(CSc1nc(=O)n(CCCN2CCOCC2)c2c1CCCC2)Nc1cccc([N+](=O)[O-])c1
5: Clc1ccc(Sc2cc(Cl)c(-c3ccccc3)nn2)cc1
6: CCOC(=O)c1ccc(NC(=O)Cn2cc(C(=O)c3ccc(Cl)cc3)c(=O)c3ccc(C)nc32)cc1
7: CN(CC1COc2ccccc2O1)C(=O)CSc1nncs1 (centres undefined)
8: Cc1ccccc1CN1CCN(CC(=O)NCc2ccco2)C1=O
compound no.	1	2	3	4	5	6	7	8
Pol eta inh	-14.1%	-0.8%	-17.1%	-4.0%	-7.7%	3.5%	-14.7%	?
BLM inh	-2.8%	-4.4%	nt	nt	2.1%	-6.1%	nt	-10.6%
Pol kappa inh	0.1%	-6.4%[60.1 µM]	-13.7%&0.3%	-6.6%	-20.7%	-14.5%	-11.1%	-15.5%
APE1 inh	7.8%	nt	-4.2%	4.4%	-9.2%	nt	32.3%	7.9%
Anesthetic bind	-7.9%	39.8%[activator]	nt	nt	-13.5%	-3.6%	nt	0.3%
LDHA block	6.8	1.9	3.5	-4.1	-6.5	-5.4	-5.1	-6.0
GRP78 ERSR act	0.0%	-1.6%	1.4%&0.0%	-4.1%	-5.1%	0.4%	2.3%	-5.4%
Pol beta inh	19.8%	1.2%	nt	nt	-6.0%	11.1%	nt	-0.6%
Pol iota inh	16.3%	-8.4%	-19.4%&2.1%	-3.1%	-11.4%	6.5%	73.0%[activator]	5.8%

9: COc1ccc(CN(Cc2cccn2C)S(=O)(=O)c2ccc(F)cc2)cc1
10: CC1=C(C(=O)Nc2ccc(C(=O)NCCCN3CCCCC3)cc2)SCCO1
11: O=C(CSc1nnc(-c2cccs2)n1-c1ccccc1)NCc1ccco1
12: O=C(/C=C/c1ccc(F)cc1)NC(=S)NNC(=O)c1cccnc1
13: NC(=O)Nc1ccc(C(=O)OCC(=O)NC2CCCCC2)cc1
14: C=CCn1c(SCC(=O)N(C)c2c(N)n(Cc3ccccc3)c(=O)[nH]c2=O)nnc1-c1ccccc1OC
15: CCC(=O)c1ccccc1OCCCN1C(=O)NC(C)(C)C1=O
16: CC(=O)C1=C(C)NC(=O)CC1c1ccccc1Cl (centres undefined)
compound no.	9	10	11	12	13	14	15	16
Pol eta inh	-10.4%	-18.5%	2.0%	-3.4%	-13.9%	-20.7%	-2.3%	-15.5%
BLM inh	-7.5%	2.8%	-1.0%	5.1%	-2.5%	-0.4%	0.5%	-4.7%
Pol kappa inh	-3.7%	0.7%	-2.7%	-8.3%	2.6%	-3.7%	-4.2%	-3.4%
APE1 inh	-3.1%	18.3%	0.5%	16.1%	-3.0%	6.8%	-5.3%	3.7%
Anesthetic bind	-3.1%	-10.6%	-4.3%	-4.3%	-11.5%	-6.0%	-10.7%	-8.0%
LDHA block	-1.5	-11.0	0.1	6.7	-5.8	-3.3	-1.1	-21.5
GRP78 ERSR act	-0.5%	1.0%	-7.2%	-0.8%	-1.7%	-3.1%	-3.0%	-1.2%
Pol beta inh	1.4%	8.3%	2.2%	-3.0%	18.1%	114.4%	-0.9%	-6.3%
Pol iota inh	2.7%	33.8%[activator]	13.1%	47.7%[activator]	11.8%	12.1%	-28.9%	?

From no. 15 up to 16, copied from above:
15: CCC(=O)c1ccccc1OCCCN1C(=O)NC(C)(C)C1=O
16: CC(=O)C1=C(C)NC(=O)CC1c1ccccc1Cl (centres undefined)
compound no.	15	16
Pol eta inh	-2.3%	-15.5%
BLM inh	0.5%	-4.7%
Pol kappa inh	-4.2%	-3.4%
APE1 inh	-5.3%	3.7%
Anesthetic bind	-10.7%	-8.0%
LDHA block	-1.1	-21.5
GRP78 ERSR act	-3.0%	-1.2%
Pol beta inh	-0.9%	-6.3%
Pol iota inh	-28.9%	?

More results:
17: COc1cccc(-c2n[nH]c3c2C(c2ccccn2)N(C)C3=O)c1 (centres undefined)
18: CC(OC(=O)c1ccc(-n2cnnn2)cc1)C(=O)N(C)c1ccccc1 (centres undefined)
19: CCNC(=O)c1cccc(NC(=O)C2CC(=O)N(CCc3ccccc3)C2)c1 (centres undefined)
20: O=C(c1ccccc1)N1CCCCC(S(=O)(=O)c2ccccc2)C1=O (centres undefined)
21: CCc1ccc(C2CC(=O)c3c([nH]c(C(=O)OC4CCCCCC4)c3C)C2)cc1 (centres undefined)
22: Cc1cccc(NC(=O)c2nc[nH]c2C(=O)N2CCc3ccccc3C2)c1
23: CC(OC(=O)C1CCN(S(=O)(=O)c2ccc3c(c2)OCCO3)CC1)C(=O)N(C)c1ccccc1 (centres undefined)
24: CCC(=O)Nc1ccccc1N1CCN(c2ccc(F)cc2)CC1
compound no.	17	18	19	20	21	22	23	24
Pol eta inh	-22.1%	-12.5%	-12.2%	-7.7%	2.2%	-4.7%	-18.6%	-5.9%
BLM inh	4.9%	nt	nt	-2.4%	4.1%	nt	nt	4.9%
Pol kappa inh	-19.3%	-15.3%	-7.5%	-2.5%	0.0%	1.3%	4.3%	-14.6%
APE1 inh	nt	-9.6%	-32.4%	1.0%	nt	-25.1%	15.2%	-8.6%
Anesthetic bind	-9.4%	nt	nt	?	4.8%	nt	nt	-0.6%
LDHA block	-8.4	-4.4&-21.4	-1.8	3.0	-13.1	-1.9	0.8	-1.6
GRP78 ERSR act	-0.1%	-4.7%	-5.6%	0.4%	-2.5%	-2.8%	-3.2%	-5.0%
Pol beta inh	1.0%	nt	nt	0.7%	-1.9%	nt	nt	-0.5%
Pol iota inh	24.2%	17.4%	-0.2%	-16.5%	-18.4%	7.8%	7.9%	-20.8%

25: CC(C)(C)OC(=O)N/N=C/c1ccc(N2CCOCC2)s1
26: COC(=O)c1ccccc1NC(=O)NCC1CCCO1 (centres undefined)
27: COc1ccc(C(=O)N2CCC(O)(c3ccc(F)cc3)CC2)cc1OC
28: COc1cc(/C=C2/C(=O)NN(c3cccc(Cl)c3)C2=O)cc(OC)c1O
29: O=C(O)/C=C/C(=O)NCCC(c1ccccc1)c1ccccc1
30: Cc1cc(NCCCN2CCOCC2)n2nc(C)c(-c3ccccc3)c2n1
31: COc1cc(-n2ccnc2SC)c(Cl)cc1Cl
32: O=C(CCCCCn1c(=S)[nH]c2ccc(N3CCOCC3)cc2c1=O)NCCc1ccccc1
compound no.	25	26	27	28	29	30	31	32
Pol eta inh	-15.4%	-11.1%	5.7%	-13.4%	-0.5%	?	-20.8%	-21.4%
BLM inh	-7.0%	1.1%	3.4%	1.8%	-3.9%	2.1%	0.8%	3.2%
Pol kappa inh	0.7%	1.9%	-14.3%	-6.9%	-18.9%	-2.0%	0.4%	-1.4%
APE1 inh	-2.6%	5.8%	0.1%	5.9%	15.2%	-1.5%	-1.0%	1.1%
Anesthetic bind	1.4%	36.7%[activator]	-0.3%	-5.5%	30.7%[activator]	12.8%	-19.4%	-10.6%
LDHA block	-8.0	-1.9	0.4	10.8	-4.8	-4.5	2.6	6.9
GRP78 ERSR act	5.0%	-4.5%	-4.5%	-2.3%	-5.2%	-2.3%	-6.4%	1.0%
Pol beta inh	16.1%	-12.8%	0.0%	?	4.4%	0.8%	0.3%	?
Pol iota inh	21.4%	36.9%[activator]	4.0%	?	7.0%	-10.7%	-1.8%	59.7%[activator]

33: COc1ccccc1CNCCS(=O)(=O)NCc1ccccc1OC
34: Cc1ncc(CSc2nnnn2-c2ccccc2)c(N)n1
35: O=c1c2sccc2n(Cc2cc(=O)n3ccccc3n2)c(=O)n1-c1cccc(C(F)(F)F)c1
36: COc1cccc(NC(=O)Nc2nnc(CC(=O)NCc3ccccc3)s2)c1
37: CC(Oc1cc2oc(=O)cc(-c3ccccc3)c2cc1Cl)C(=O)NCC1CCC(C(=O)O)CC1 (centres undefined)
38: CCOCCn1c(CN(Cc2ccccc2)Cc2ccccc2)nc2c1c(=O)[nH]c(=O)n2C
39: COc1ccccc1NC(=O)CCS(=O)(=O)c1cc2c(cc1Cl)NC(=O)CO2
40: CCCCOc1nc(N2CCOCC2)nc(C)c1[N+](=O)[O-]
41: Cc1cccc(N(C)C(=O)c2cc(S(=O)(=O)N3CCCCC3)c[nH]2)c1
42: Cc1ccc(NC(=O)CSCC(=O)Nc2ccc(S(=O)(=O)N3CCCC3)cc2)cc1
compound no.	33	34	35	36	37	38	39	40	41	42
Pol eta inh	-6.3%	6.5%	-16.8%	-3.0%	-6.3%	-11.2%	-6.7%	-4.8%	-22.4%&-2.3%	-12.6%
BLM inh	nt	0.8%	-2.8%	-3.9%	-0.4%	3.3%	1.9%	-0.7%	-2.4%&3.3%	nt
Pol kappa inh	3.6%	-11.7%	-0.7%	9.1%	15.0%	1.1%	10.5%	-2.8%	-2.0%&1.8%	-12.1%
APE1 inh	nt	-6.2%	nt	-0.6%	36.1%	-5.2%	23.0%	2.0%	-7.5%	-6.7%
Anesthetic bind	nt	1.3%	-4.1%	1.4%	-10.8%	-14.0%	-6.5%	-4.9%	-20.9%&-3.2%	nt
LDHA block	2.3	-7.2	-2.9	-10.8&-9.9	0.8	4.8&4.8	-0.8	-2.5	-5.1&-3.1	-2.1
GRP78 ERSR act	-2.0%	-2.9%	-1.6%	-1.5%	-1.1%	-1.0%	-0.8%	-1.3%	-4.6%&-3.5%	-3.3%
Pol beta inh	nt	-24.4%	6.1%	23.8%	18.6%	16.1%	2.9%	0.3%	23.3%&21.9%	nt
Pol iota inh	25.6%	-20.4%	19.4%	24.1%	-18.5%	?	8.3%	54.6%[activator]	-2.9%&-0.5%	6.7%

An excerpt; the hit share may differ from the screen's.
